Rtt109 Vps75 = inhibitors of Candida albicans Rtt109/Vps75 histone acetyltransferase. Q5AAJ8. purified Rtt109/Vps75, ThioGlo CoA-SH fluorescence, 4 h. inhibition, % at 34.9 µM. 330,000 tested, 0.16% active. AID 540336;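 active means inhibition of at least 50% in every replicate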
NSD2 inh = NSD2 (human) methyltransferase inhibition; O96028; inhibition, % at 12.5 µM; NSD2 peptide methylation, AlphaScreen, 120 min; 310,000 tested, 0.54% active; in the data active means inhibition above about 50%
CAL PDZ FP-1 = blocks peptide binding to the human CAL PDZ domain; purified CAL PDZ, TMR-peptide fluorescence polarization, 1 h; 300,000 tested, 0.92% active; AID 602252; Q9HD26; inhibition, % at 24.9 µM;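 active means mean inhibition of at least 30% with at least half of replicates also reaching 30%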;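 further: 0% = DMSO neutral control and 100% = excess unlabeled competitor peptide PRC23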
SR-BI DiI-HDL act = enhances SR-BI lipid uptake from DiI-HDL; CHO ldlA[mSR-BI] cells, DiI-HDL uptake fluorescence, 3 h; 100 = double the neutral-control signal; activation, % at 12.5 µM; 320,000 tested, 0.096% active;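 active means mean replicate activation of at least 60% and every replicate at or above 60%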;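 further: 0% = median plate neutral-control signal and 100% = twice that signal; values of inactives mirror those of a sister screen read the other way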
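Test system: SR-BI-overexpressing, LDLR-lacking CHO cells; Medium: Ham's F12 with 0.5% BSA, HEPES 25 mM, pH 7.4; Schedule: 3 h, 37 °C; Technique: bottom-read fluorescence, 550/595 nm.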
dFosB act = activators of mouse delta FosB homodimer; P13346; purified delta FosB, TAMRA-CDK5 oligo fluorescence polarization; percent of positive-control signal above neutral wells; activation, % at 25 µM; 340,000 tested, 0.99% active; AID 493131;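 active means mean activation above about 17%, with every replicate also reaching it, limit read from the data, passing the limit was not always enough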;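 further: fluorescence polarization rise as delta FosB binds a TAMRA Cdk5 AP-1 oligo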
Target sequence (P13346 whole entry, looked up): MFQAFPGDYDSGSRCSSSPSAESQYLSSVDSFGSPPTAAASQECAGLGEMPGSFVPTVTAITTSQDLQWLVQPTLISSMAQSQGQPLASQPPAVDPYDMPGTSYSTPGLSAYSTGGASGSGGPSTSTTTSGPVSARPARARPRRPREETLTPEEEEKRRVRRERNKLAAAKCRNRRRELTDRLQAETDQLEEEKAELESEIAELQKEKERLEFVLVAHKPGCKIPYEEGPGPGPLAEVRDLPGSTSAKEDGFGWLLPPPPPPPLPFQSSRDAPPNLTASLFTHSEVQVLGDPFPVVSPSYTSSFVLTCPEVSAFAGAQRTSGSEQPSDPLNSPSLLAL
SR-BI HDL uptake = blocks mouse SR-BI lipid uptake from DiI-HDL; Q61009; inhibition, % at 12.5 µM; ldlA[mSR-BI] CHO cells, DiI-HDL uptake fluorescence, 3 h; 320,000 tested, 0.96% active;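 active means mean replicate inhibition of at least 70% and a set share of replicates each scoring 70 or more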;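 further: 0% = median of neutral control wells and 100% = median of positive control wells; values of inactives mirror those of a sister screen read the other way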
Target sequence (Q61009 whole entry, looked up): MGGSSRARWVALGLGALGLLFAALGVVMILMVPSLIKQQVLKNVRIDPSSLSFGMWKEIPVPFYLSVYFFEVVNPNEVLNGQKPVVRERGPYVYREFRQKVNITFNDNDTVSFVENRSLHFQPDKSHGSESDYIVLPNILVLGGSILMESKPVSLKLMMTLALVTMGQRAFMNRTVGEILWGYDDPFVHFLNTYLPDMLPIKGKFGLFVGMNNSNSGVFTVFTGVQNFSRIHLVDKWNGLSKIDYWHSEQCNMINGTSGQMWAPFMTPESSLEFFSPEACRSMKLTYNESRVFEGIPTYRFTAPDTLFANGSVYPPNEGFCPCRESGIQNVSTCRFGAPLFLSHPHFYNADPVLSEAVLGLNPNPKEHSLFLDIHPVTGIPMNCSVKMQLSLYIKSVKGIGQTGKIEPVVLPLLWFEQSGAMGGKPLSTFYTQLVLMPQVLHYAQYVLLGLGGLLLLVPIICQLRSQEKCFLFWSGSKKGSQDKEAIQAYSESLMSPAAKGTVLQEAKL
MITF TRPM1 HTS = increases MITF-driven TRPM1 promoter luciferase signal | SK-MEL-5 TRPM1-promoter luciferase, 24 h; % of positive control, neutral wells = 0 | activation, % at 12.5 µM | 300,000 tested, 0.75% active;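 active means mean activation of at least 80% with every replicate also reaching 80%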;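 further: 0% = neutral control wells and 100% = parthenolide positive control wells; values of inactives mirror those of a sister screen read the other way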
PfHsp90 set2 = inhibits growth of yeast expressing Plasmodium falciparum Hsp90 | inhibition, % at 9.4 µM | 310,000 tested, 0.32% active | S. cerevisiae expressing PfHsp90, BacTiter-Glo ATP, 48 h; yeast lacking PDR1 and PDR3 efflux regulators;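 active means every replicate shows inhibition above about 80%, whatever the replicate mean, limit read from the data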;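 further: 0% = DMSO neutral controls and 100% = 20 µM radicicol positive controls; yeast relying on Plasmodium falciparum Hsp90 in place of its own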
PvdQ inh = P. aeruginosa PvdQ acylase inhibition; inhibition, % at 10 µM; purified PvdQ acylase, fluorescence plate reader; 340,000 tested, 0.063% active; AID 488965; in the data active means inhibition above about 30%, passing the limit was not always enough;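 further: 0% = vehicle neutral wells and 100% = reference inhibitor wells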
CAL PDZ FP-2 = inhibitors of human CAL PDZ peptide binding; 330,000 tested, 0.02% active; purified CAL PDZ, TMR-peptide fluorescence polarization, 1 h; inhibition, % at 20 µM; AID 504414; Q9HD26;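 active means highest replicate inhibition of at least 40%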;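 further: plate controls were DMSO neutral control wells for no effect and unlabeled competitor peptide control wells for full effect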
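material = purified tagged CAL PDZ domain construct (CerCALP) | compound dosing = 20 µM, one dose | times = 1 h at RT | measured by = fluorescence polarization from S- and P-plane intensities, G-factor corrected | read-out = inhibition from polarization loss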
* = called active by the depositor; . = not tested or not shown.

Values in the order: Rtt109 Vps75, NSD2 inh, CAL PDZ FP-1, SR-BI DiI-HDL act, dFosB act, SR-BI HDL uptake, MITF TRPM1 HTS, PfHsp90 set2, PvdQ inh, CAL PDZ FP-2
> O=C(O)CC(CC(=O)O)(C(=O)O)c1ccccc1
  7, 0, -2, ., 0, ., -1, 0, 2, -3.1
> Cc1coc2c(C)c3oc(=O)c(CCC(=O)N4CCC(C(=O)NCCCC(=O)O)(c5ccccc5)CC4)c(C)c3cc12
  2, 0, -5, -4, -14, 4, -9, -30, -4, -2.4
> CC(=O)NC(Cc1ccc(F)cc1)C(=O)NC1CCN(C(=O)Nc2ccc(F)cc2)CC1 (configuration not stated)
  -7, -5, -5, ., -1, ., 1, -5, -11, -2.4
> CC(C)(C)OC(=O)[C@H](Cc1ccccc1)NC(=O)c1[nH]cnc1C(=O)Nc1ccc(Cl)cc1
  -2, ., -5, -29, -10, 29, -3, 21, -15, -0.3
> O=S(=O)(Nc1ccc2c(c1)OCCO2)c1cnc[nH]1
  2, 2, -2, 3, -2, -3, -15, 0, -13, -0.4
> COc1ccc2c(c1)C(c1ccc(C)o1)=NNC(c1ccccc1)=N2
  -1, 13, -6, -30, -9, 30, 1, ., -4, -2.3
> Cc1cc(C)cc(NC(=S)N2CCC(c3nc4ccccc4s3)CC2)c1
  -3, 17, -2, -9, -7, 9, -15, -13, -7, -3.3
> O=C(COC(=O)c1ccccc1NC(=O)c1ccco1)Nc1ccc2c(c1)OC(F)(F)O2
  -5, 10, -2, -14, -3, 14, -4, 10, -12, -1.0
> CCn1c(SCC(=O)Nc2ccc3c(c2)n(C)c(=O)n3C)nnc1-c1ccncc1
  -4, 0, ., ., -3, 16, 7, 7, -4, -0.3
> COC(=O)C1=C(CCc2ccccc2)NC(=O)NC1c1ccc(Cl)cc1 (configuration not stated)
  5, ., -1, -33, -8, 34, 8, 11, -10, -0.5

Continuation:
Values in the order: Rtt109 Vps75, NSD2 inh, CAL PDZ FP-1, SR-BI DiI-HDL act, dFosB act, SR-BI HDL uptake, MITF TRPM1 HTS, PfHsp90 set2, PvdQ inh, CAL PDZ FP-2
> CC#CCNCc1ccccc1
  15, 5, 0, 17, -2, -17, 3, -13, -3, -0.4
> Cc1c(Cl)cccc1NC(=O)CSc1ccc(-c2cccnc2)nn1
  -16, -2, 16, ., 4, ., -7, 14, -11, -1.0
> CN1CCN(S(=O)(=O)c2cccc(S(=O)(=O)c3cccc(S(=O)(=O)N4CCN(C)CC4)c3)c2)CC1
  10, -5, ., 9, -3, -9, 8, 11, -15, -1.4
> COC(=O)c1ccc(C(=O)OC)c(NC(=O)CN(c2ccc3c(c2)OCO3)S(C)(=O)=O)c1
  10, 1, 11, -20, -2, 20, 5, -12, -11, -1.8
> O=C(COC(=O)/C=C/c1cccs1)Nc1nc(-c2ccccc2)cs1
  2, -3, -2, 10, 4, -10, 9, 29, -6, -2.3
> COC(=O)[C@]1(C)N[C@H](CN(C)C(=O)Nc2ccc(OC)cc2)[C@@H]2C(=O)N(C)C(=O)[C@@H]21
  -6, ., 11, 8, -2, -8, -2, 10, -13, 0.4
> NC(=O)C1CCN(C(=O)C(Cc2ccccc2)NC(=O)c2ccccc2)CC1 (configuration not stated)
  2, -11, 6, 13, -3, -13, 5, 3, 2, -0.7
> CCN1CCN(c2cc(N3CCN(C(=O)c4ccco4)CC3)c3c4c(onc24)-c2ccccc2C3=O)CC1
  13, 44, -13, -50, 13, 50, -88, 18, 20, -2.7
> CC1CCCC(C)N1S(=O)(=O)c1ccc(NC(=O)CNCC2CCCO2)cc1 (configuration not stated)
  -10, -1, -3, 14, -8, -14, -6, ., -9, .
> C=CCNC(=O)NC(=O)COC(=O)CNS(=O)(=O)c1ccc(F)c(F)c1F
  ., -4, -6, 17, -2, -17, 4, 4, 3, -0.4

Retrieved one by one from the list above:
Values in the order: Rtt109 Vps75, NSD2 inh, CAL PDZ FP-1, SR-BI DiI-HDL act, dFosB act, SR-BI HDL uptake, MITF TRPM1 HTS, PfHsp90 set2, PvdQ inh, CAL PDZ FP-2
> O=C(COC(=O)c1ccccc1NC(=O)c1ccco1)Nc1ccc2c(c1)OC(F)(F)O2
  -5, 10, -2, -14, -3, 14, -4, 10, -12, -1.0
> COC(=O)c1ccc(C(=O)OC)c(NC(=O)CN(c2ccc3c(c2)OCO3)S(C)(=O)=O)c1
  10, 1, 11, -20, -2, 20, 5, -12, -11, -1.8

(listing goes on)
Values in the order: Rtt109 Vps75, NSD2 inh, CAL PDZ FP-1, SR-BI DiI-HDL act, dFosB act, SR-BI HDL uptake, MITF TRPM1 HTS, PfHsp90 set2, PvdQ inh, CAL PDZ FP-2
> CCOC(=O)c1c(CN2CCOCC2)n(-c2ccccc2)c2cc(Br)c(O)cc12
  -8, 1, -5, -45, -1, 45, ., -9, 6, -0.7
> Cc1c(NC(=O)c2ncn[nH]2)cccc1-c1nc2ccccc2s1
  5, -5, -2, 10, -16, -10, -2, -11, -6, -0.1
> Cc1cc(C)nc(NNS(=O)(=O)c2ccc(Cl)cc2)n1
  -6, -3, -4, -7, -8, 7, 3, -17, -15, -0.4
> NS(=O)(=O)c1cccc(NC(=O)COC(=O)c2cc(Cl)ccc2[N+](=O)[O-])c1
  -6, 2, -2, 2, -5, -2, 6, -14, -9, -1.8
> N/C(=N\OC(=O)c1cccs1)c1cccnc1
  -10, 4, ., ., -5, ., 48, 6, -7, -0.6
> CCN1CCN(c2cc(C)c3cc(NC(=S)N4CCCCC4)ccc3n2)CC1
  2, 10, -4, -61, -6, 61, 3, 22, 7, 2.4
> Cn1cnc2c(ncn2C2OC(CO)C(O)C2O)c1=S (configuration not stated)
  10, -7, -1, -1, 6, 1, -8, -4, 5, 0.6
> CCOCCCn1c(SCC(=O)Nc2oc(C)c3c(C)n[nH]c(=O)c23)nnc1-c1ccncc1
  -4, 3, 1, 20, 1, -20, -12, ., -10, -2.9
> COc1ccc(C(=O)Oc2cc(OC)cc(OC)c2C(C)=O)cc1
  -2, ., 1, -27, 0, 27, 17, 25, -1, -0.2
> Cc1cccc(OCc2n[nH]c(=S)n2-c2ccccc2)c1
  ., -1, -1, 16, -5, -16, 2, -20, 1, -2.5

Further compounds follow.
Values in the order: Rtt109 Vps75, NSD2 inh, CAL PDZ FP-1, SR-BI DiI-HDL act, dFosB act, SR-BI HDL uptake, MITF TRPM1 HTS, PfHsp90 set2, PvdQ inh, CAL PDZ FP-2
> Cc1c(C(=O)OCC2CCCO2)[nH]c2c1C(=O)CC(c1ccco1)C2 (configuration not stated)
  12, ., -5, -53, -15, 53, -14, -12, -3, -1.0
> O=C(CN(Cc1ccc(F)cc1)C(=O)c1csnn1)NCc1ccc2c(c1)OCO2
  7, -3, -2, ., -6, ., 3, 10, 20, -2.3
> CCN(C1CCCCC1)S(=O)(=O)c1cc2c3c(c1)CCN3C(=O)CC2
  39, 2, -2, -24, -12, 24, -5, ., 6, -3.0
> C/C(=C\C(=O)c1sccc1Cl)N(C)C
  -4, -8, -5, 16, 2, -16, -5, -8, -8, -1.9
> Cn1c(C(=O)NCc2ccccn2)cc2c(=O)n(C)c3ccccc3c21
  3, ., ., -3, -37, 3, ., ., 3, -1.1
> CC(=O)Nc1ccc(S(=O)(=O)NCCC(=O)NCCCc2ccccc2)cc1
  -9, -2, ., -3, -1, 3, 7, 10, -3, 1.0
> CC1CN(C2=N/C(=C/c3ccc4c(c3)OCO4)C(=O)N2)CC(C)O1 (configuration not stated)
  7, -2, -3, -12, -4, 12, -4, ., -7, -1.8
> Cc1ccc(OCC(=O)Nc2ccc(N3CCN(C(=O)c4ccco4)CC3)cc2)cc1C
  15, -1, 0, -63, -5, 63, -3, ., 7, -2.1
> O=C(NCCc1ccc(C(F)(F)F)cc1)C1CC(=O)N(c2ccc3c(c2)OCCO3)C1 (configuration not stated)
  17, 1, 7, -13, -4, 13, 5, ., 2, -0.9
> CCOC(=O)C1(CC2CCCCO2)CCN(Cc2ccc(OC)cc2F)CC1 (configuration not stated)
  -18, -3, 2, 21, 0, -21, -10, -4, -7, -0.1

The list goes on.
Values in the order: Rtt109 Vps75, NSD2 inh, CAL PDZ FP-1, SR-BI DiI-HDL act, dFosB act, SR-BI HDL uptake, MITF TRPM1 HTS, PfHsp90 set2, PvdQ inh, CAL PDZ FP-2
> O=C(/C=C/c1cccc(F)c1)N(c1ccccn1)C1CCCCC1
  5, -3, -1, 4, -4, -4, -11, -25, -8, -2.8
> COc1ccc(C2C(C(C)=O)=C(O)C(=O)N2Cc2ccccc2)c(OC)c1 (configuration not stated)
  7, 9, -5, 10, -4, -10, -4, -17, -11, -0.1
> COc1ccc(-n2c(SCC(=O)Nc3ccccc3OC)nc(O)cc2=O)cc1
  17, -1, 0, 11, -4, -11, 3, -9, 5, -1.7
> CCOC(=O)C1CCCN(C(=O)Cn2sc3nc(C)cc(C)c3c2=O)C1 (configuration not stated)
  -1, ., -5, -6, -3, 6, -8, -9, 0, -0.1
> O=C(NCc1nnc(SCC(=O)N2CCCC2)o1)c1c(F)cccc1F
  -7, 0, -3, 1, 6, -1, -12, -14, -10, 0.7
> Cc1ccc(Cc2c(C)c(C#N)c3[nH]c4ccccc4n3c2=O)cc1
  -5, 0, 3, -14, -3, 14, -25, -18, -10, -0.8
> CCOC(=O)CNC(=O)c1sc2ncnc(N3CCc4ccccc4C3)c2c1C
  9, -1, ., -38, -22, 38, 0, -5, -7, -2.6
> CCCCOC(=O)c1ccc(N=Nc2c(C)c(C#N)c(O)[nH]c2=O)cc1
  6, 6, 5, ., -10, ., -6, 20, -5, -0.3
> CNC(=S)NC1CC2CCCC(C1)N2Cc1ccco1 (configuration not stated)
  47, 0, -1, 24, -3, -24, 14, -19, 11, -2.4
> CCOc1ccc2ccccc2c1/C=N/NC(=O)CNC(=O)Cc1ccccc1
  25, 1, -1, -52, 3, 52, -1, 11, 10, -1.9

New compounds follow.
Values in the order: Rtt109 Vps75, NSD2 inh, CAL PDZ FP-1, SR-BI DiI-HDL act, dFosB act, SR-BI HDL uptake, MITF TRPM1 HTS, PfHsp90 set2, PvdQ inh, CAL PDZ FP-2
> N#Cc1ccsc1NC(=O)CN1CCN(Cc2ccccc2)CC1
  -6, -2, 0, -8, 3, 8, 0, -6, -6, -0.7
> O=C(NCc1ccccn1)C1Nc2ccc(C(F)(F)F)cc2C2C=CCC12 (configuration not stated)
  -12, ., -1, -1, -11, 1, 1, -2, -10, 0.6
> COc1ccc(N(CC(=O)NCCSCc2ccco2)S(=O)(=O)c2ccccc2)cc1
  -2, -1, -3, -1, -14, 1, -7, 11, -6, 0.3
> CCc1ccc(-c2cc3c(=O)n(CC(=O)N4CCCCCC4)nc(C)n3n2)cc1
  -2, 22, -3, 5, -7, -5, -9, -18, 1, 0.0
> COc1ccc(-n2cnnc2SCC(=O)c2ccc(S(=O)(=O)N3CCOCC3)cc2)cc1
  ., -1, -3, 9, -9, -9, ., ., 1, -1.6
